From PubChem BioAssay
D1 PAM: enhances dopamine response at the human D1 receptor; P21728; HEK293 TREx D1 cells, calcium flux, dopamine EC20 potentiation; potentiation, % at 10 µM; hit rate 0.036% among 360,000; in the data active means potentiation above about 30%; further: 0% is about no effect
Target sequence (P21728 whole entry, looked up): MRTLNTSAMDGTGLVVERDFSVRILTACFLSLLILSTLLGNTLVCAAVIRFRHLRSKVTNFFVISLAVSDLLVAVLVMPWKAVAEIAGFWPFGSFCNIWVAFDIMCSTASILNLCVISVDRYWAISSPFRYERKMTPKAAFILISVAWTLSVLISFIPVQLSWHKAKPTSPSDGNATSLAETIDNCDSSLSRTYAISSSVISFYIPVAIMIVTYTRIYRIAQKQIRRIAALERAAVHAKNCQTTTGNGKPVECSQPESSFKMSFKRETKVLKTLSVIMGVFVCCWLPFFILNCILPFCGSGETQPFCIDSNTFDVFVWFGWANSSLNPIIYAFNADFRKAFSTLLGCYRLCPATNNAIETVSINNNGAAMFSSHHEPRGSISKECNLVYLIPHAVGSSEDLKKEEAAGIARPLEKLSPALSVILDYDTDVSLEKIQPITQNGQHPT
D1 antagonist: antagonists of human D1 dopamine receptor; P21728; HEK293 TREx D1 cells, calcium flux, dopamine EC80; stronger effect = lower value; activity change, negative = inhibition, % at 10 µM; hit rate 3.2% among 360,000; AID 504652; in the data active means activity change below about -30%; further: on the % scale 0 is the no-effect control and ±100 the full control effect
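Tetracycline-induced HEK293 Trex D1 cells, force-coupled to calcium, dye-loaded; compounds added and read 180 s, then EC80 dopamine added and calcium flux tracked kinetically another 180 s.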
TRHR enhancer: TRH receptor (human) allosteric enhancement | P34981 | TRHR cells, fluo-8 calcium fluorescence, EC20 TRH enhancement | enhancement, % at 2 µM | hit rate 0.66% among 360,000; in the data active means enhancement above about 30%; further: 0% is about no effect
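TRHR-expressing cells loaded with fluo-8 calcium dye were read kinetically (ex 480/em 530) during compound addition, then stimulated with an EC20 of TRH (10 nM final). Enhancement of the Gq-mediated intracellular calcium response was scored.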
D2 agonist: activates the human D2 dopamine receptor; hit rate 0.53% among 340,000; P14416; HEK293 T-REx D2 cells, calcium flux agonist mode; activation, % at 2 µM;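 active means activation over 3 SD above normal in the single-dose calcium agonist read, cut at about 30% in these data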; further: 0% is about no effect
Target sequence (P14416 whole entry, looked up): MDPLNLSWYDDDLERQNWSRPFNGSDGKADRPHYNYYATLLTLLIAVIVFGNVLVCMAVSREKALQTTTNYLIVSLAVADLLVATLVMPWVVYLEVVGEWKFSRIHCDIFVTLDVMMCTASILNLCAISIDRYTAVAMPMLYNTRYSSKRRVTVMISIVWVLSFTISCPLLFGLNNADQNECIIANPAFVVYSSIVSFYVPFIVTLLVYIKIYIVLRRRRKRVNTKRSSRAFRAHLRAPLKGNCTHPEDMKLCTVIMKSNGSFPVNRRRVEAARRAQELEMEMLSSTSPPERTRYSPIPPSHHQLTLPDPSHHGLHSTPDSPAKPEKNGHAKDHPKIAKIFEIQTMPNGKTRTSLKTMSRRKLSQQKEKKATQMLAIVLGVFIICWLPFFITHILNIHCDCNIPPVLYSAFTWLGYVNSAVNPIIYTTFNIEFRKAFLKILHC
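Calcium-flux readout, 1 cycle/sec over 180 s following compound pin transfer, in inducible HEK293 Trex D2 cells (force-coupled); dopamine controls included. Positive calcium responses during this window marked compounds as potential agonists.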
RXFP1 antag: blocks the human relaxin receptor RXFP1; Q9HBX9; HEK293-RXFP1, relaxin-stimulated cAMP HTRF, 30 min; stronger effect = lower value; activity change, negative = inhibition, % at 57.5 µM; hit rate 0.59% among 350,000; AID 1259400;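 active means activity change of -60% or lower, but not beyond a set lower limit; inconclusive means change between -60% and -40%, or beyond the set limit; inactive means change above -40%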; further: on the % scale 0 is the no-effect control and ±100 the full control effect
D2 antagonist: D2 dopamine receptor (human) antagonism. hit rate 2% among 340,000. HEK293 TREx D2 cells, calcium flux, dopamine EC80. inhibition, % at 10 µM. AID 485344; in the data active means inhibition above about 30%; further: 0% is about no effect
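In this primary screen, negative modulation is detected by tracking calcium flux after an EC80 dopamine challenge in inducible HEK293 T-REx D2 cells preexposed to test compound for 180 s.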
D2 potentiator: positively modulates the human D2 dopamine receptor allosterically. potentiation, % at 10 µM. hit rate 0.34% among 340,000. AID 485347. P14416. HEK293 T-REx D2, calcium flux, EC20 dopamine potentiation;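 active means potentiation over 3 SD above the plate norm, cut at about 30% in these data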; further: 0% is about no effect
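Potentiation of an EC20 dopamine calcium response is measured in a force-coupled, tetracycline-inducible Hek293 Trex D2 line. Compound-only kinetic reads over 180 s flag agonists before dopamine addition.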
D1 agonist: agonists of human D1 dopamine receptor; activation, % at 2 µM; P21728; AID 504660; HEK293 T-REx D1 cells, calcium flux, agonist mode; hit rate 1% among 360,000; further: 0% is about no effect
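Inducible HEK293 T-REx D1 cells, force-coupled to calcium signalling, were plated at 4000 cells/well with tetracycline and held overnight at 30 C. After no-wash calcium dye loading, compound-evoked calcium rise over 180 s flagged agonists.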
TRHR agonist: TRH receptor (human) agonism. hit rate 0.18% among 360,000. AID 493084. activation, % at 2 µM. P34981. TRHR cells, calcium flux fluo-8, FDSS agonist mode; further: 0% is about no effect
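In this calcium-flux screen, cells bearing human TRHR are dye-loaded with fluo-8, baselined for 10 cycles, then exposed to library compounds; positive kinetic calcium responses during the agonist phase mark hits, with TRH as control.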
* marks the source's active call; other numbers are inactive results; ? = inconclusive; . = not tested or not shown. Unless noted, no stated cut-off is given here; in the data, active means activation above about 30%; inactive means the rest. Some of the compounds tested. The share of hits here may be higher or lower than overall.

molecule	D1 PAM	D1 antagonist	TRHR enhancer	D2 agonist	RXFP1 antag	D2 antagonist	D2 potentiator	D1 agonist	TRHR agonist
O=C1CC2OCC=C3CN4CCC56c7cc([N+](=O)[O-])ccc7N1C5C2C3CC46 (configuration not stated)	4	7	2	4.0	-5	0	-3	2	0.5
O=C(O)c1cc2ccccc2oc1=O	10	36	17	-0.7	.	16	-4	1	-1.1
CC(=NCCc1ccccc1)c1c(O)[nH]c(=O)[nH]c1=O	-5	-10	-1	.	-11	.	.	3	-0.2
O=C(Cc1ccccc1)N1CCN(Cc2cccc(Cl)c2)CC1	2	1	-3	0.7	-6	2	-1	5	-0.1
CCn1cc(C(=O)NCc2ccccc2)c2ccccc21	1	-1	3	0.8	22	5	-32	-1	-0.5
COc1cc(C(c2c(O)c3ccccc3oc2=O)c2c(C)n(C)n(-c3ccccc3)c2=O)ccc1OCC(=O)O (configuration not stated)	0	-17	0	-0.2	-10	.	-1	0	0.2
COc1ccc(Br)cc1C1SCC(=O)Nc2c1c(C)nn2-c1ccccc1C (configuration not stated)	-1	-11	-5	.	-7	.	-5	4	0.1
COc1ccccc1OCCCn1cc(C(=O)C2CC2)c2ccccc21	-3	0	-8	0.7	-20	5	0	17	1.6
O=[N+]([O-])c1ccc(NCCCN2CCOCC2)c2ncccc12	2	-8	18	0.3	0	12	-5	2	-0.7
O=C1NC(=O)N(c2ccc(Cl)cc2)C(=O)/C1=C\c1ccc(Sc2nc3ccccc3[nH]2)o1	-2	-9	-8	2.6	-37	-7	-2	26	0.5
CCOP(=O)(OCC)C(O)c1ccc2c(c1)OCO2 (configuration not stated)	-2	3	1	1.1	8	1	6	1	0.0
CC(=O)CC(C)(C)n1c[n+](C)nn1	-6	-13	1	-0.2	-9	-6	0	2	2.1

Shown with two lines to a compound: entries from further up.
Values run as follows: D1 PAM	D1 antagonist	TRHR enhancer	D2 agonist	RXFP1 antag	D2 antagonist	D2 potentiator	D1 agonist	TRHR agonist
> O=C1NC(=O)N(c2ccc(Cl)cc2)C(=O)/C1=C\c1ccc(Sc2nc3ccccc3[nH]2)o1
    -2	-9	-8	2.6	-37	-7	-2	26	0.5
> COc1ccc(Br)cc1C1SCC(=O)Nc2c1c(C)nn2-c1ccccc1C (configuration not stated)
    -1	-11	-5	.	-7	.	-5	4	0.1
> CCn1cc(C(=O)NCc2ccccc2)c2ccccc21
    1	-1	3	0.8	22	5	-32	-1	-0.5
> COc1ccccc1OCCCn1cc(C(=O)C2CC2)c2ccccc21
    -3	0	-8	0.7	-20	5	0	17	1.6
> CC(=O)CC(C)(C)n1c[n+](C)nn1
    -6	-13	1	-0.2	-9	-6	0	2	2.1

The main list resumes, starting two compounds before the break.
molecule	D1 PAM	D1 antagonist	TRHR enhancer	D2 agonist	RXFP1 antag	D2 antagonist	D2 potentiator	D1 agonist	TRHR agonist
CCOP(=O)(OCC)C(O)c1ccc2c(c1)OCO2 (configuration not stated)	-2	3	1	1.1	8	1	6	1	0.0
CC(=O)CC(C)(C)n1c[n+](C)nn1	-6	-13	1	-0.2	-9	-6	0	2	2.1
CC(=NCC1CCCO1)c1c(O)n(-c2ccccc2)c(=O)[nH]c1=O (configuration not stated)	0	7	24	0.0	-1	-5	1	1	1.9
Nc1ccnn1C1CCNCC1	3	20	2	-4.5	1	6	1	2	0.1
CCOc1ccc(-n2c(-c3cccs3)nc3ccccc3c2=O)cc1	-2	8	1	.	0	.	.	3	-1.0
CN(C)CC1CCCCC1OC(=O)Cc1ccc(Cl)c([N+](=O)[O-])c1 (configuration not stated)	-1	-15	0	6.5	5	5	.	3	1.4
COC(=O)C1=C(c2cccc(OC)c2OC)C[C@@H]2CC[C@H]1N2C	-4	.	1	0.6	.	-3	9	2	-0.2
CCN1CCN(c2ccc(NC(=O)C(C)C)cc2Cl)CC1	-12	-12	-4	-0.4	-2	-2	-8	9	1.7
C(=N\NC1=NCCCCC1)/c1c[nH]c2ccccc12	-4	17	1	-2.0	-9	10	14	7	-1.5
Cc1cc(OCc2nn[nH]n2)c2c3c(c(=O)oc2c1)CCC3	0	-5	4	0.1	2	4	-2	2	0.3
O=c1c2ccccc2nc(SCC2CCCCO2)n1-c1ccccc1 (configuration not stated)	-4	3	3	0.0	-14	-1	7	2	-0.4
CSc1nc(N2CCN(C)CC2)c2ccccc2n1	3	2	-2	0.7	-17	7	-9	1	-0.5
O=C1NC(=O)C2(Cc3ccccc3N3CCCC32)C(=O)N1c1ccccc1 (configuration not stated)	0	6	0	0.3	10	15	0	2	-0.4
CCCNC(=O)N1[C@H]2CC[C@@H]1C(C(=O)OC)=C(c1ccc(OC)c(OC)c1)C2	5	.	0	-0.4	.	-11	5	-1	0.2
CCOC(=O)C1CCN(/C=C2/C(=O)NC(=S)N(c3ccccc3F)C2=O)CC1	-7	2	-6	-0.2	-5	0	-8	1	0.6
CCOP(=O)(OCC)C(NC(=O)c1ccccc1)=C(Cl)Cl	-7	9	-1	-0.2	-8	-1	4	3	-0.1
O=C1NC(=O)C(=Cc2ccc(OCCOc3ccc([N+](=O)[O-])cc3)cc2)C(=O)N1	-6	-9	-3	-0.3	-4	-5	-2	5	-0.1
CCOC(=O)[C@@]12C(=O)C(=O)N[C@]1(c1ccccc1)C1OCCCC12 (some centres not stated)	2	22	-1	1.6	-3	9	-5	1	0.4
C=CCC1(CN2CCCCCC2=O)C(=O)NC(=O)NC1=O	-7	15	3	-0.2	-11	-22	7	1	-0.6
O=C(Cc1ccccc1)N1CCN(Cc2ccccn2)CC1	-5	-16	3	1.4	-13	24	-6	1	0.3
BrCCc1ccccc1	-2	.	10	0.1	.	-5	-11	1	0.0
CN(C)C(=O)Oc1ccc2c(c1)O/C(=C\c1ccc(Cl)cc1)C2=O	-3	-17	-1	1.3	-2	6	-3	1	0.2
O=C1CN=C(c2ccc(Br)cc2)c2oc3ccccc3c2N1	0	15	4	-0.7	0	-2	10	3	-0.1
COP(=O)(OC)C(NC(=O)c1ccc(C)cc1)C(Cl)(Cl)Cl (configuration not stated)	-6	-6	5	-0.7	5	4	-14	1	0.1
CCC(=NCc1ccco1)c1c(O)n(-c2ccc(OC)cc2)c(=O)[nH]c1=O	-2	17	3	-0.6	-4	-20	7	2	-1.5
C/C=C1/CN2C3CC1C(CO)(C(=O)OC)C2Cc1c3n(C)c2ccccc12 (configuration not stated)	-5	-1	-4	0.1	2	-13	0	1	-0.5
O=P1(NCCCn2cc[n+](Cc3nc4ccccc4[nH]3)c2)C=C(c2ccccc2)OC(c2ccccc2)=C1	-4	-4	1	-0.3	-4	-2	5	1	0.1
COC(=O)C1=C(c2ccc(F)cc2OCc2ccccc2)C[C@@H]2CC[C@H]1N2C(=O)N1CCOCC1	-3	.	8	-1.2	.	8	9	-5	-1.0
O=C1NC(=O)N(c2ccc(F)cc2)C(=O)/C1=C/c1ccc2c(c1)CCCN2Cc1ccccc1	-8	-11	-12	-0.8	-28	2	-13	1	0.4
Cc1ccc(OCC(=O)N2CCN(C3CCC(c4ccccc4)CC3)CC2)cc1 (configuration not stated)	1	5	4	0.3	?	-13	-8	2	-0.1
Cc1ccc2c(=O)n(-c3cccc(Cl)c3)c(=O)[nH]c2c1	0	3	4	-0.6	3	.	-3	0	-1.5
O=C(NC[P+](=O)O)OCc1ccccc1	-4	19	1	1.3	-4	3	-1	3	0.7
O=C(Nc1ccc(F)c([N+](=O)[O-])c1)c1cccn(Cc2ccccc2)c1=O	-3	.	-1	1.3	.	.	10	1	0.9
COC(=O)C1=C(c2ccc(F)cc2F)C[C@@H]2CC[C@H]1N2C(=O)NCCNC(C)=O	-7	15	3	-0.2	.	4	11	0	-0.4
CCCCCCn1c(O)c(C(C)=NC)c(=O)[nH]c1=O	3	9	-3	1.2	7	1	6	2	-0.2
CN(C)c1ccc(/C=C/[N+](=O)[O-])cc1	-5	-4	-2	25	-24	-14	2	92*	31*
Cc1c(N=Nc2c(O)n(C)c(=O)n(C)c2=O)c(=O)n(-c2ccccc2)n1C	-5	-7	2	0.5	1	-25	2	2	1.0
O=C(Nc1ccccc1)N1CCC2(CC1)OCCO2	-5	-3	24	-0.3	19	-5	-8	3	0.1
CCCCCCNC(=O)N[C@H](Cc1ccc(O)cc1)C(=O)NCCC[C@H]1CN2C(=NC[C@H]2CCC)N1CC1CCC1	-6	7	-7	1.0	.	34*	7	2	-0.7
O=C(COc1ccc(Cl)cc1)N(c1ccc(Cl)cc1)C1CN2CCC1CC2 (configuration not stated)	-5	16	-4	0.9	-30	10	-12	14	1.4

Random excerpt: two records from the list
molecule	D1 PAM	D1 antagonist	TRHR enhancer	D2 agonist	RXFP1 antag	D2 antagonist	D2 potentiator	D1 agonist	TRHR agonist
Cc1ccc(OCC(=O)N2CCN(C3CCC(c4ccccc4)CC3)CC2)cc1 (configuration not stated)	1	5	4	0.3	?	-13	-8	2	-0.1
O=C(NC[P+](=O)O)OCc1ccccc1	-4	19	1	1.3	-4	3	-1	3	0.7
